TrxR1 inh – rat TrxR1 inhibition; 1% of 390,000 active; AID 588453; Potency, µM (series often up to 114 µM), without a hit: at the top dose activity change, negative = inhibition, actives largely listed as inhibitors; recombinant rTrxR1, NADPH fluorescence consumption, selenite substrate; O89049; further: potency means the concentration at half of the fitted maximal effect; on the % scale 0 is the no-effect control and ±100 the full control effect; nearly all actives have a fitted effect of over 65% in size
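Rat TrxR1 (90 nM in the dispensed reagent) was pre-reduced with 400 uM NADPH for 5 min at room temperature, then incubated with compound for 15 min. After 400 uM selenite was added, NADPH fluorescence (Ex 340/Em 450 nm) was followed for 8 min.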
D2 agonist – D2 dopamine receptor (human) agonism | activation, % at 2 µM | P14416 | 0.53% of 340,000 active | HEK293 T-REx D2 cells, calcium flux agonist mode;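 active means activation over 3 SD above normal in the single-dose calcium agonist read, cut at about 30% in these data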; further: 0% is about no effect
Target sequence (P14416 whole entry, looked up): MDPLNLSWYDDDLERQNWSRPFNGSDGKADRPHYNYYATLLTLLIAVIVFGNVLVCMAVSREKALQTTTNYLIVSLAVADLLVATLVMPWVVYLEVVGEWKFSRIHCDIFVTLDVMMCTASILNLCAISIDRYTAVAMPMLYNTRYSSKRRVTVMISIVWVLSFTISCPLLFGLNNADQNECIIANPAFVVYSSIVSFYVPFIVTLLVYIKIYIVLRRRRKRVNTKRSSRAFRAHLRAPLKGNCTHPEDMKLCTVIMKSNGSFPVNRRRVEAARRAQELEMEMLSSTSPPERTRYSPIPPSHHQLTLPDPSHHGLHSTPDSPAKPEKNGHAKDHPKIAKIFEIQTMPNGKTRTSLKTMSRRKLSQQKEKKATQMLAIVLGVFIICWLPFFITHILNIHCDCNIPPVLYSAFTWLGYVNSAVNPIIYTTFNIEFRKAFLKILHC
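HEK293 Trex D2 cells, tetracycline-induced, o/n 30 C 5% CO2; no-wash Ca dye, RT 30–90 min; 10-cycle baseline, 23 nl cpd added, kinetic Ca read 180 s; agonist hits = positive Ca response.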
TRHR ag – activates the human TRH receptor; TRHR cells, calcium flux fluo-8, FDSS agonist mode; 0.18% of 360,000 active; activation, % at 2 µM; P34981; AID 493084; in the data active means activation above about 30%; further: 0% is about no effect
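In this calcium-flux screen, cells bearing human TRHR are dye-loaded with fluo-8, baselined for 10 cycles, then exposed to library compounds; positive kinetic calcium responses during the agonist phase mark hits, with TRH as control.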
D2 antagonist – D2 dopamine receptor (human) antagonism; HEK293 TREx D2 cells, calcium flux, dopamine EC80; inhibition, % at 10 µM; 2% of 340,000 active; in the data active means inhibition above about 30%; further: 0% is about no effect
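Cells plated overnight at 30 C with tetracycline; no-wash calcium dye, 30–90 min RT; 10 s baseline; compound pinned; 180 s read; EC80 dopamine added; another 180 s read.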
TRHR enhancer – TRH receptor (human) allosteric enhancement; TRHR cells, fluo-8 calcium fluorescence, EC20 TRH enhancement; enhancement, % at 2 µM; 0.66% of 360,000 active; AID 493056; in the data active means enhancement above about 30%; further: 0% is about no effect
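TRHR-expressing cells loaded with fluo-8 calcium dye were read kinetically (ex 480/em 530) during compound addition, then stimulated with an EC20 of TRH (10 nM final). Enhancement of the Gq-mediated intracellular calcium response was scored.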
Pin1 inh – inhibitors of human Pin1; Q13526; Pin1 FP peptide displacement, HiFluor488, 10 min; Potency, µM (series often up to 115 µM), for the others: at the top dose activity, negative = inhibition, most hits filed as inhibitors; 0.009% of 390,000 active; active means well fitted inhibition curve with a large enough effect in the polarisation, with a control signal flat, not every such curve was filed as active; inconclusive means small, poorly fitted or top-dose-only effect, or effect the other way, or a change in a side signal; inactive means no such curve, though single readings can be large or run the other way; the % refers to the polarisation; further: potency means the concentration at half of the fitted maximal effect; on the % scale 0 is the no-effect control and ±100 the full control effect
Target sequence (Q13526 whole entry, looked up): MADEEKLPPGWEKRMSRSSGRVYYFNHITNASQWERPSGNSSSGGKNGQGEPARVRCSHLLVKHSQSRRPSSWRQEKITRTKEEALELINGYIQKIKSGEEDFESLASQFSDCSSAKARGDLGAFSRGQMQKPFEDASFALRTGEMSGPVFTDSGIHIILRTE
mIDH1 inhibitor – human IDH1 R132H inhibition | O75874 | Potency, µM (doses to about 76.6 µM), for inactives: at the top dose activity change, negative = inhibition, hits mostly inhibitors | 0.093% of 390,000 active | IDH1-R132H enzyme, NADPH consumption, diaphorase/resazurin fluorescence | AID 602179; further: potency means the concentration at half of the fitted maximal effect; on the % scale 0 is the no-effect control and ±100 the full control effect; nearly all actives have a fitted effect of over 65% in size
Target sequence (O75874 whole entry R132H, stated change not applied): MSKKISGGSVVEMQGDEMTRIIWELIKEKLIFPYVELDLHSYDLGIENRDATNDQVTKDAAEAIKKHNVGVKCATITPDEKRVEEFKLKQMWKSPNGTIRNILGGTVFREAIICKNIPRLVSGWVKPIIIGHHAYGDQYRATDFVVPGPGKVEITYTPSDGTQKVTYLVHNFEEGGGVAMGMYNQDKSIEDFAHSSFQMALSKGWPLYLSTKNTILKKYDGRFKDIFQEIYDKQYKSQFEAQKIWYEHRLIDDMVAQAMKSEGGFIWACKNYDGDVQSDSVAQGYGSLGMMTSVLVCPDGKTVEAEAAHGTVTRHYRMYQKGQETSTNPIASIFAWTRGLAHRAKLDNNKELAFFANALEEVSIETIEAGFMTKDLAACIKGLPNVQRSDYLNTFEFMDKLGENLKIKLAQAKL
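IDH1-R132H (0.5 ug/mL dispensed) in pH 7.5 Tris buffer was preincubated 30 min with compound, then given a substrate mix of 0.016 mM NADPH and 2 mM alpha-KG for 80 min at room temperature; remaining NADPH was read by diaphorase/resazurin fluorescence.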
TrxR1 substrate – rat thioredoxin reductase 1 substrate activity | O89049 | purified TrxR1 substrate turnover, NADPH consumption readout | Potency, µM (top dose mostly 114 µM), for inactives: at the top dose activity change, negative = substrate turnover | 0.01% of 390,000 active | AID 588456; further: potency means the concentration at half of the fitted maximal effect; on the % scale 0 is the no-effect control and ±100 the full control effect; nearly all actives have a fitted effect of over 50% in size
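Rat TrxR1, dispensed at 90 nM, was prereduced with 400 uM NADPH (final) for 5 min at ~22 deg C, then incubated with compound 15 min before 400 uM selenite. A first-read NADPH fluorescence drop versus no-compound background flagged substrates.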
USP1-UAF1 inh – USP1/UAF1 (human) deubiquitinase inhibition; Potency, µM (top dose mostly 57.1 µM), without a hit: at the highest dose activity change, negative = inhibition, hits mostly inhibitors; 0.23% of 390,000 active; AID 743255; O94782; recombinant USP1/UAF1, Ub-Rhodamine cleavage fluorescence; further: potency means the concentration at half of the fitted maximal effect; on the % scale 0 is the no-effect control and ±100 the full control effect; nearly all actives have a fitted effect of over 60% in size; inactives centre near -12
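USP1/UAF1 complex (1 nM) preincubated 15 min at room temperature with compound, then Ub-Rho substrate (150 nM final) added. Kinetic fluorescence at 480/540 nm over 6 reads at 60 s intervals; 50 mM HEPES pH 7.8, 0.5 mM EDTA, 0.1 mg/ml BSA, 1 mM TCEP, 0.01% Tween-20.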
Active calls of the source: *; ? = inconclusive; . = not tested or not shown; [ ] = remark or other dose. Unless noted, the call rests on the fitted dose curve; in most records, active means well fitted inhibition curve with a large enough effect; inconclusive means small, poorly fitted or top-dose-only effect; inactive means no such curve, though single readings can be large or run the other way.

Each structure is followed by: TrxR1 inh	D2 agonist	TRHR ag	D2 antagonist	TRHR enhancer	Pin1 inh	mIDH1 inhibitor	TrxR1 substrate	USP1-UAF1 inh
COc1ccc(OC)c(NC(=O)c2cc(S(=O)(=O)NCCc3ccc(Cl)cc3)ccc2F)c1
    15%[57.1 µM]	0.0	-0.4	.	-4	5%	5%	-4%[57.1 µM]	-23%
O=C1/C(=N\O)Cc2ccccc21
    15%	1.1	0.4	-5	1	-4%	8%	11%	?
Cc1ccc(C)n1-c1ccc(C(=O)NCC2CCCO2)cc1 (stereo not drawn)
    ?	1.1	0.3	6	9	4%	-1%	5%[57.1 µM]	3%
Fc1ccc2[nH]c3c(N4CCN(Cc5ccc6c(c5)OCO6)CC4)ncnc3c2c1
    0%	36*	-0.3	3	-7	20%	1%	14%	-16%
Cc1nn(-c2ccccc2)c(C)c1C(=O)OCC(=O)Nc1ccccc1
    -8%	.	-0.2	.	-1	2%	0%	-13%	-14%
Cc1cc(=O)oc2cc(OCC(=O)NCC3CCCO3)ccc12 (stereo not drawn)
    11%	.	0.5	1	4	-1%	-3%	32%	-9%
O=C(COC(=O)c1cccnc1Cl)NCc1ccc2c(c1)OCO2
    -11%	-0.7	-0.2	13	-5	3%	5%	-13%	-3%
O=C(NC(=S)N1CCN(Cc2ccccc2)CC1)c1ccco1
    -19%	70*	-0.2	20	2	-6%	-6%	-3%	-27%
COC(=O)c1sc(-c2ccccc2)cc1NC(=O)Nc1ccc(Cl)cc1
    15%	-0.4	2.1	.	3	1%	-3%	7%	-11%
CC(=O)N(Cc1cc2c(C)cc(C)cc2[nH]c1=O)C1CCCCC1
    19%	0.2	1.1	-12	0	7%	-1%	15%	1%
N/C(=N\OC(=O)CSc1ccccc1)c1cccc([N+](=O)[O-])c1
    8%	-0.5	-0.1	2	2	-3%	2%	-6%	-12%
COc1ccc(-c2nc(CSCC(=O)N3CCN(c4ccc(F)cc4)CC3)c(C)o2)cc1
    14%	-0.3	-0.5	.	-2	1%	3%	5%	-5%
CCOC(=O)c1cnn(-c2nc(-c3ccccc3)nc3c2COC(C)(C)C3)c1N
    10%[57.1 µM]	0.9	-0.4	-5	10	-3%	2%	8%[57.1 µM]	3%
CCOc1ccc(N2C(=O)/C(=C\c3ccc(OC)c(O)c3)S(=O)(=O)C2c2cccc([N+](=O)[O-])c2)cc1 (stereo not drawn)
    17%[57.1 µM]	0.2	-1.5	8	-4	-7%	-26%	14%[57.1 µM]	-16%
CC(C)(C)OC(=O)N[C@@H](Cc1ccccc1)c1nnc(S(=O)(=O)Cc2cccc(F)c2)o1
    0.63µM*	1.3	1.3	17	-18	-3%	2%	-9%	-8%
O=c1cc(C(F)(F)F)[nH]c2ccc(OC(F)(F)F)cc12
    10%[57.1 µM]	5.2	7.2	14	-10	-1%	19%	51%	-13%
COc1cc(OC)c(C(=O)OCC(=O)NC2CCCCCCC2)cc1OC
    17%[11.4 µM]	.	.	.	.	-11%	3%	14%[57.1 µM]	-23%
COn1c(-c2ccc(Cl)cc2)nc2ccc(Cl)cc21
    -10%	0.1	0.3	1	-3	-1%	19%	-8%	-5%
O=C(Nc1nc2cc3c(cc2s1)OCCO3)c1cccs1
    11%	0.4	0.2	4	-2	2%	-6%	4%	-13%
CCc1ccc(NC(=O)CSc2ncc(S(=O)(=O)c3cc(C)ccc3C)c(=O)[nH]2)cc1
    5%	0.3	-0.3	.	1	16%	-12%	-3%	-14%
CCN(CC)C(=O)c1sc2c(c1C)c(=O)n(CCc1ccccc1)c(=O)n2Cc1cccc(Cl)c1
    16%[57.1 µM]	0.2	0.2	.	12	21%	32µM*	5%[57.1 µM]	-4%
CC1(C)N=C(N)NC(Nc2ccccc2Cl)=N1
    20%[57.1 µM]	.	0.5	.	-4	3%	-3%	15%[57.1 µM]	-14%
COc1ccc(CCNC(=O)c2cccnc2SC)cc1
    4%[57.1 µM]	4.1	0.7	-2	3	-5%	1%	2%[57.1 µM]	0%
Cc1ccc(-n2ncc3c(NCCC4=CCCCC4)ncnc32)cc1
    -2%[57.1 µM]	0.0	0.8	.	1	?	3%	-3%[57.1 µM]	-9%
COc1ccc(Br)cc1CNC(=O)CN1C(=O)c2cccnc2Oc2ccc(C)cc21
    -3%	-0.3	-0.7	.	1	4%	-3%	-7%	?
CC(=O)N1CCOc2ccc(S(=O)(=O)NCc3ccc(F)cc3)cc21
    11%[57.1 µM]	0.2	0.5	6	2	-6%	-1%	6%[57.1 µM]	-9%
Cn1c(=O)c2[nH]c(NN=Cc3cccc(Br)c3)nc2n(C)c1=O
    13%[2.29 µM]	.	.	.	.	0%	9%	7%[57.1 µM]	-25%
CC(C)c1cc(Nc2cccc(O)c2)cc(C(C)C)c1O
    .	-0.7	0.7	-15	8	.	.	.	.
Cc1nn(CC(=O)Nc2cc(F)ccc2F)c(=O)c2cccn12
    30%	0.4	-0.2	.	0	17%	-6%	2%	4%
Cc1c(Br)c(C(=O)NCc2cc3cc(Cl)ccc3[nH]2)nn1C
    0%	-1.9	0.7	-8	7	3%	2%	-2%	-16%

5 entries already listed, arranged by molecular weight, high to low.
Each structure is followed by: TrxR1 inh	D2 agonist	TRHR ag	D2 antagonist	TRHR enhancer	Pin1 inh	mIDH1 inhibitor	TrxR1 substrate	USP1-UAF1 inh
CCN(CC)C(=O)c1sc2c(c1C)c(=O)n(CCc1ccccc1)c(=O)n2Cc1cccc(Cl)c1
    16%[57.1 µM]	0.2	0.2	.	12	21%	32µM*	5%[57.1 µM]	-4%
CCOC(=O)c1cnn(-c2nc(-c3ccccc3)nc3c2COC(C)(C)C3)c1N
    10%[57.1 µM]	0.9	-0.4	-5	10	-3%	2%	8%[57.1 µM]	3%
O=C(COC(=O)c1cccnc1Cl)NCc1ccc2c(c1)OCO2
    -11%	-0.7	-0.2	13	-5	3%	5%	-13%	-3%
CC(=O)N(Cc1cc2c(C)cc(C)cc2[nH]c1=O)C1CCCCC1
    19%	0.2	1.1	-12	0	7%	-1%	15%	1%
Cc1nn(CC(=O)Nc2cc(F)ccc2F)c(=O)c2cccn12
    30%	0.4	-0.2	.	0	17%	-6%	2%	4%

The list goes on.
Each structure is followed by: TrxR1 inh	D2 agonist	TRHR ag	D2 antagonist	TRHR enhancer	Pin1 inh	mIDH1 inhibitor	TrxR1 substrate	USP1-UAF1 inh
CC1CCCCN1CCCNc1ccc(C(CC(N)=O)NC(=O)c2ccccc2)cc1[N+](=O)[O-] (stereo not drawn)
    14%[57.1 µM]	1.0	0.4	-32	3	-1%	-8%	-7%	-17%
CCC(=O)N1CCc2cc(S(=O)(=O)NC(CC(C)C)C(=O)NCc3ccc(F)cc3)ccc21 (stereo not drawn)
    9%	-1.4	-1.1	.	12	3%	-3%	-1%	-8%
COC(=O)[C@@]1(Cc2ccc(OC)cc2)[C@H]2c3cc(C(=O)N4CCCC4)n(Cc4c(CO)[nH]cc(C)c4=O)c3C[C@H]2CN1C(=O)c1ccccc1
    8%	.	.	.	.	-12%	-12%	1%	-25%
CCc1noc(C)c1C(=O)NNC(=O)c1ccccc1F
    5%[57.1 µM]	.	0.0	.	-2	-10%	-4%	2%[57.1 µM]	-2%
COc1ccc(NCC(=O)n2c(C)c(C)c3ccccc32)cc1
    -3%[57.1 µM]	0.4	0.5	-3	-2	4%	-5%	6%[57.1 µM]	-16%
COCCNS(=O)(=O)c1ccc2c(c1)oc(=O)c1cc(S(=O)(=O)NCCOC)ccc12
    .	0.0	0.4	5	2	.	.	.	.
CC1CCCC(C)N1C(=O)COC(=O)c1cc(F)c(F)cc1Cl (stereo not drawn)
    15%	.	.	.	.	0%	2%	2%	-22%
COc1cc(C(=O)N2CCC3(CC2)NCCc2[nH]cnc23)cc(OC)c1OC
    7%	0.5	0.4	4	-4	-19%	-2%	-4%	-13%
C=C1C(=O)[C@@]23[C@H](O)C[C@@H]4C(C)(C)CC[C@H](O)[C@@]4(C)[C@@H]2CC[C@@H]1[C@H]3O
    14µM*	0.7	-0.4	1	-1	9%	-1%[38.3 µM]	3%	-36%
O=C(N/N=C/c1c[nH]c2ccccc12)c1ccc(Br)cc1
    24%	0.4	-0.9	2	3	-3%	-4%	-4%	-11%
Cc1ccc(Cl)c(NC(=O)COC(=O)CNS(=O)(=O)/C=C/c2ccccc2)c1Cl
    1%	-0.8	-0.4	0	-10	31%[activator]	-1%	-4%	4%
Cc1cc(C)cc(OC2CCCCC2NS(=O)(=O)c2ccccc2)c1 (stereo not drawn)
    26%	1.7	0.4	36*	-7	-1%	6%	-3%	-23%
O=C(CCS(=O)(=O)Cc1ccccc1)Nc1ccc2c(c1)OCCO2
    12%[57.1 µM]	0.8	0.0	27	-1	-10%	-7%	13%	-15%
CC1CCCCC12NC(=O)N(CC(=O)N1CCN(S(=O)(=O)c3cccs3)CC1)C2=O (stereo not drawn)
    5%	0.2	0.1	-23	2	-4%	-3%	0%	-22%

These rows are one share of the data; the hit share may differ from the screen's.
